D3 ag: activates the human D3 dopamine receptor. D3R DiscoveRx beta-arrestin cells, luminescence, 90 min. AID 652048. actives 0.58% (n = 410,000). max activation, %. P35462; in the data active = max activation above about 30%; note: 0% is about no effect; mostly tested at two doses, the higher about 12 µM
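Agonist-mode cell screen: cells plated at 1500/well and incubated overnight at 37 °C, then exposed to library compounds for 90 min at 37 °C. Detection reagent was added for 30–60 min at room temperature, and luminescence was read.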
DRD3 antagonist: D3 dopamine receptor (human) antagonism. P35462. D3R cells, DiscoveRx beta-arrestin luminescence, antagonist mode; stronger effect = lower value. max response, negative = inhibition, %. actives 2.5% (n = 360,000). AID 652054; in the data active = max response below about -50%; inconclusive = no clear call, values can overlap the other calls; note: % is set by controls: 0 for no effect and ±100 for the full control effect; mostly tested at two doses, the higher about 12 µM
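Cells expressing the human receptor were seeded at 1500 cells/well, incubated overnight at 37 degrees C in 5% CO2, then exposed to library compounds with dopamine controls for 90 minutes at 37 degrees C before luminescent detection.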
PTHR1 ag: agonists of human PTHR1 parathyroid hormone receptor; actives 0.075% (n = 410,000); AID 743266; HEK293 GP2 PTHR1 cells, GloSensor cAMP luminescence, 1 h; Potency, µM (highest dose often 115 µM), for inactives: at the highest dose activation, actives largely listed as activators; note: potency is the fitted concentration of half-maximal effect; nearly all actives have a fitted effect of over 55% in size; some results filed as inactive show a strong effect at the top dose; inactives centre near -15; many of its hits are not listed in these tables
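HEK-293-derived GP2 cells expressing PTHR1 and a GloSensor cAMP reporter, 3,000/well, plated overnight, given luciferin plus IBMX (each 0.5 mM as added) for 1 h at 37 °C, then compound for 1 h at 37 °C. Luminescence was read after 15 min at room temperature.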
MmCpn inh: M. maripaludis TRiC chaperonin inhibition; purified Mm-Cpn ATPase, ADP Transcreener TR-FRET; Potency, µM (top dose mostly 76.9 µM), for the others: at the highest dose activity, negative = inhibition, actives largely listed as inhibitors; actives 0.031% (n = 330,000); AID 504842; note: potency is the fitted concentration of half-maximal effect; % is set by controls: 0 for no effect and ±100 for the full control effect; nearly all actives have a fitted effect of over 80% in size
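Reaction buffer contained 30 mM Tris pH 7.4, 100 mM KCl, 5 mM MgCl2 and 1 mM DTT. Mm-CPN (25 nM final) hydrolysed 10 uM ATP over 30 min at 37°C; ADP was read by HTRF.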
EPAC2 agonist: EPAC2 (human) agonism; Potency, µM (titrated, usually from 154 µM), without a hit: at the top dose activation, actives largely listed as activators; Q8WZA2; actives 0.079% (n = 360,000); EPAC2 activation, biochemical qHTS; response scale: 100% = 6.5 mM cAMP response; note: potency is the fitted concentration of half-maximal effect; nearly all actives have a fitted effect of over 50% in size
Target sequence (Q8WZA2 whole entry, looked up): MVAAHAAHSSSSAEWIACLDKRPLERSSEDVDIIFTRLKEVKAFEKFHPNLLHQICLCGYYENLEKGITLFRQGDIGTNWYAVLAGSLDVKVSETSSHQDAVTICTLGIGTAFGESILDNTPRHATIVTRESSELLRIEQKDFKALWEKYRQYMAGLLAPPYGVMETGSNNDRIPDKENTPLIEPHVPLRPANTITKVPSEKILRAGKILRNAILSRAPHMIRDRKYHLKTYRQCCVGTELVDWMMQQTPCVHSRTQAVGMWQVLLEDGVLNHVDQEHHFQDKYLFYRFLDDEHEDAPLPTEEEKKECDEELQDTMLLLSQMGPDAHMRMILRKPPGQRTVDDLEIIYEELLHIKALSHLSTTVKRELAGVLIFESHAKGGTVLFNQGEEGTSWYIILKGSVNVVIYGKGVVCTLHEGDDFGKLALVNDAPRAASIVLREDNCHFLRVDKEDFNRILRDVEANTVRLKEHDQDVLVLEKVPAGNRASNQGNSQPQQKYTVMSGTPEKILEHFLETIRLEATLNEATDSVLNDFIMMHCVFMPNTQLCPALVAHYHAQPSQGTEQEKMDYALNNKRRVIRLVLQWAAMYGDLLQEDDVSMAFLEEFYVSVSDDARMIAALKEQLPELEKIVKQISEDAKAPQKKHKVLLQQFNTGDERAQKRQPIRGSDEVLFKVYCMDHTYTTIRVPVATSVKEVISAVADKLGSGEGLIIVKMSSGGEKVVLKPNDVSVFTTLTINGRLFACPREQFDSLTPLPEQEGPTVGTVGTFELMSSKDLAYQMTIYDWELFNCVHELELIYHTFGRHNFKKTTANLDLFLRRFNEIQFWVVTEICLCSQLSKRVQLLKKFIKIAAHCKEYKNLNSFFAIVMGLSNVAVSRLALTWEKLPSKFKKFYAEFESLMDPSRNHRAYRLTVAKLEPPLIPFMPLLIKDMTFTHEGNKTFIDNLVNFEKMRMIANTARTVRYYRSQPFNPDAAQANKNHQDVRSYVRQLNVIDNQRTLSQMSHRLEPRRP
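EPAC2 (100 nM) mixed with Rap1B loaded with BODIPY-GDP (250 nM) plus 50 uM unlabeled GDP; compounds pinned in, 5 min RT, then read every 5 min for 30 min (ex 480, em 540 nm). Normalized to cAMP control.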
EPAC2 antagonist: antagonists of human EPAC2. EPAC2 GEF exchange of Rap1B-BODIPY-GDP, fluorescence. Potency, µM (titrated, usually from 114 µM), inactives show at the top dose activity, negative = inhibition, actives largely listed as inhibitors. actives 0.18% (n = 360,000). AID 720708; note: potency is the fitted concentration of half-maximal effect; % is set by controls: 0 for no effect and ±100 for the full control effect; nearly all actives have a fitted effect of over 45% in size; many of its hits are not listed in these tables
CCT modulator: changes cytosolic chaperonin activity; purified chaperonin ATPase assay, HTRF ADP detection, 30 min; activity change, % (concentration not given with the values), hits read low; actives 0.3% (n = 360,000); in the data active = activity change below about -30%; note: % is set by controls: 0 for no effect and ±100 for the full control effect
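TRiC at 40 or 20 nM final (batch-dependent) in 30 mM Tris pH 7.4, 100 mM KCl, 5 mM MgCl2, 1 mM DTT, with compound at single 76 uM and 10 uM ATP, 30 min at 37 deg C. ADP detected by HTRF Transcreener, 665/615 ratio.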
pAkt inh: blocks phosphorylation of Akt; Neuro2A IGF-stimulated pAkt S473 HTRF, 20 min; stronger effect = lower value; activity change, % for hits at 50 µM; actives 0.32% (n = 360,000); AID 651550; in the data active = activity change below about -80%; inconclusive = mostly about -51% to -80%; note: % is set by controls: 0 for no effect and ±100 for the full control effect
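Neuro2A cells (4,500/well, DMEM with 0.5% FBS) were treated with compound at a single 50 µM final concentration, stimulated with 6 nM IGF for 20 min at 37 °C, and lysed. Phospho-Akt Ser473 was read by HTRF as 665/615 ratio ×10^4.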
The depositor's hits bear a star; i = inactive; u = inconclusive; x = no result given; & = joins results of further samples; [ ] = dose if it differs, or a comment. Unless noted, calls come from the whole dose curve; as a rule, active = well fitted curve in the direction sought with a large enough effect; inconclusive = small, poorly fitted or top-dose-only effect, or another doubt; inactive = no such curve, though single readings can be large; an effect the other way counts as inactive or inconclusive. Some of the compounds tested; count on the stated rates, not on these rows.

| smiles | CCT modulator | D3 ag | MmCpn inh | DRD3 antagonist | pAkt inh | EPAC2 agonist | EPAC2 antagonist | PTHR1 ag |
| --- | --- | --- | --- | --- | --- | --- | --- | --- |
| Cc1ccc(C)c(S(=O)(=O)c2c(C)cc(C)[nH]c2=O)c1 | -1.4 | -6.4 | 2.7% | 2.3 | i | 14.3% | -4.9% | -3.8% |
| COc1ccccc1C(=O)NNC(=O)c1ccc(O)cc1 | -1.3 | -0.7 | x | -2.3 | i | 3.1% | -0.5% | -0.8% |
| Cc1ccc(CCCOC(=O)C[N+]2(C)CCOCC2)cc1 | 1.3 | -0.7 | 0.5% | 6.7 | i | -10.1% | 8.7% | -11.5%[57.5 µM] |
| Cc1csc(=O)n1CCC(=O)OCC(=O)Nc1ccc(F)c(F)c1F | 1.0 | -3.3 | -7.4% | 11.0 | i | 1.6% | 21.7% | i |
| Cc1ccc(-n2ncc3c2CCCC3NC(=O)CSc2ccccn2)cc1C (stereo not drawn) | -2.4 | -2.8 | -0.1% | -5.8 | i | 14.4% | -19.4% | -68.6%[inhibitor] |
| Cc1nn(-c2ccccc2)c(C)c1/C=N/N1CCN(c2ccccn2)CC1 | -1.9 | 14.5 | -0.5% | 2.9 | i | 15.2% | 0.2% | -28.5% |
| Cc1cc(C)cc(OCCCOc2cccc3cccnc23)c1 | -0.8 | -3.6 | 0.3% | -26.5 | i | 1.0% | u | -3.1% |
| CCC(C)(C)NC(=O)C(c1cccn1C)N(Cc1ccc(OC)cc1)C(=O)Cn1nnc2ccccc21 (stereo not drawn) | -1.3 | 1.4 | 1.4% | -9.7 | i | -15.1% | 13.4% | i |
| COc1ccccc1CNC(=O)C1CCN(S(=O)(=O)N2CCCCC2)CC1 | 1.6 | 6.1 | -2.5% | 12.7 | i | 6.1% | 2.0% | -18.5%[57.5 µM] |
| Cc1ccc(C)c(CSC2=NCCN2S(=O)(=O)c2ccccc2)c1 | -2.8 | -7.5 | 3.2% | -29.5 | i | 10.4% | -18.6% | -35.1%[inhibitor] |
| COc1ccc(C(=O)N/N=C/c2ccccc2OC(=O)c2ccccc2)cc1 | -0.2 | -10.0 | 2.1% | -22.6 | i | 7.2% | 2.1% | i |
| CC(=O)C1=C(O)C(=O)N(Cc2ccccc2)C1c1ccc(Br)cc1 (stereo not drawn) | 0.5 | -2.3 | 0.0% | -9.3 | i | -3.5% | -8.1% | -18.0% |
| Cc1cc(C)c2c(=O)[nH]c(SCC(=O)NCc3ccccc3)nc2n1 | 3.5 | -5.4 | 3.2% | -18.8 | i | 2.0% | 8.0% | i |
| COC(=O)C1=C(C)NC(C)=C(C(=O)OC)C1C(=O)OCC(=O)N1c2ccccc2CC1C (stereo not drawn) | -2.3&-1.1 | 0.8&2.7 | -1.0% | 14.3&-2.8 | i | 4.2%&5.6% | 0.9%&10.0% | i |
| Cc1cc(C)c(C)c(S(=O)(=O)NCCN2CCOCC2)c1C | -2.7 | 1.0 | -4.0% | -8.1 | i | 4.5% | 1.6% | -0.8% |
| CCOc1ccc2[nH]c(=O)c(=O)[nH]c2c1 | 1.5 | 14.7 | -0.9% | 32.1 | i | 9.4% | 9.3% | -15.1% |
| Cc1ccc(Cn2c(C3CCCN3c3nc(-c4ccc(F)cc4)cs3)nc3cc(Cl)c(Cl)cc32)cc1 (stereo not drawn) | -0.2 | -24.2 | x | -11.4 | i | -8.3% | 16.7% | -5.2% |
| O=C(Nc1nncs1)c1cc(-c2ccncc2)nc2ccc(Cl)cc12 | 1.0 | 7.3 | -1.7% | 7.5 | i | 1.1% | 18.3% | -5.5% |
| ON=Cc1ccnc2ccccc12 | -2.8 | 0.6 | x | 17.5 | i | 2.9% | 1.1% | -41.3%[inhibitor] |
| CCOc1ccc(C(=O)Nc2cccc(-c3nc4cccnc4o3)c2)cc1Cl | -1.6 | -9.5 | 1.3% | 4.3 | i | 14.1% | -3.2% | i |
| C[C@@H]1CCCCO[C@@H](CN(C)Cc2ccc3c(c2)OCO3)[C@@H](C)CN([C@H](C)CO)C(=O)c2cc(N(C)C)ccc2O1 | -0.3 | 0.1 | x | -25.1 | i | 1.6% | -7.1% | -16.9% |
| COc1ccc(CCNC(=O)c2cnc3n(c2=O)CCS3)cc1OC | -2.4 | -4.6 | -4.2% | 14.9 | i | 3.2% | -1.2% | -18.4%[57.5 µM] |
| Cc1cc(Cl)ccc1OCCCC(=O)N1CCN(S(=O)(=O)c2ccccc2)CC1 | -1.3 | 4.1 | 1.4% | 9.0 | i | 11.2% | -9.1% | i |
| CC(=O)Nc1ccc(NC(=O)COC(=O)c2c3c(nc4ccccc24)CCN(Cc2ccccc2)C3)cc1 | -3.1 | 2.3 | -2.4% | 14.2 | i | 10.2% | -4.1% | i |
| Cc1ccc2nc(-c3ccccc3)c(Cc3ccsc3)n2c1 | -2.1 | -4.6 | x | 1.0 | i | 10.8% | u | i |
| COc1ccc(C(=O)NCCS(=O)(=O)N2CCc3ccccc3C2)c(OC)c1 | -1.8 | -4.0 | -0.8% | -0.3 | i | 9.0% | 1.3% | i |
| COc1cccc(CC(C(=O)Nc2cc(C)ccc2C)c2nn[nH]n2)c1OC (stereo not drawn) | -0.6 | -11.7 | 0.2% | -12.7 | i | 4.3% | 5.8% | 19.7%[57.5 µM] |
| O=C(NCC1CCCO1)c1ccccc1NS(=O)(=O)c1cc([N+](=O)[O-])ccc1Cl (stereo not drawn) | -0.9 | -10.5 | -0.8% | -22.7 | i | 3.1% | 1.1% | -41.3%[inhibitor] |
| N/C(Cc1ccc([N+](=O)[O-])cc1)=N\OC(=O)c1ccco1 | -0.7 | 2.4 | -3.1% | 15.8 | i | 4.1% | 3.2% | -7.0% |
| C/C(=N\NC(=O)c1csc(C)c1C)c1ccco1 | -3.2 | 1.2 | 2.9% | 18.1 | i | -0.3% | -4.2% | -13.0%[57.5 µM] |
| CCOc1ccc(CC2S/C(=N/N=C/c3ccco3)NC2=O)cc1 (stereo not drawn) | -0.7 | 1.1 | 2.5% | 3.0 | i | -2.5% | 3.1% | -5.0% |
| CC(C)NC(=O)CN1CCN(Cc2nc(-c3cccs3)no2)CC1 | -0.1 | 13.7 | 0.4% | 46.8 | i | 5.3% | -6.0% | -6.1% |
| Cc1ccnn1CCC(=O)N1CCCC(CCC(=O)N2CCN(c3ccccn3)CC2)C1 (stereo not drawn) | -1.8 | 13.8 | -0.9% | 16.4 | i | 1.3% | -3.5% | -14.6% |
| C/C(=N\Nc1ccc(Cl)nn1)c1ccccc1O | 0.1 | 1.0 | x | -4.9 | i | -5.7% | 2.3% | i |
| O=C(C1CC2CCC1C2)N1CCN(Cc2ccc3c(c2)OCO3)CC1 (stereo not drawn) | -1.3 | -5.3 | 2.4% | -56.2* | i | 8.6% | -4.0% | -6.0%[57.5 µM] |
| Cc1c(N=c2scc(-c3ccccc3)n2CCO)c(=O)n(-c2ccccc2)n1C | 1.6 | -1.3 | 0.6% | 2.3 | i | 8.4% | -12.1% | -1.5% |
| O=C(OCC(=O)N1CCc2ccccc2C1)c1c(F)cccc1Cl | -0.1 | -1.0 | 0.0% | -2.4 | i | -1.8% | -27.0% | -35.6%[inhibitor] |
| CCOc1cc(C(=O)NC2CCCCCCC2)cc(OCC)c1OCC | -4.1 | -23.5 | x | -25.8 | i | -3.4% | 0.8% | i |
| N#Cc1c(/N=C/c2ccco2)sc2c1CCCCC2 | 0.1 | 8.8 | -1.4% | -3.9 | i | 7.7% | 2.1% | -31.1%[57.5 µM] |
| O=C(COC(=O)c1ccccn1)Nc1nccs1 | -2.1 | 6.4 | -1.0% | 1.3 | i | 0.6% | 1.8% | i |
| CCCCN(C(=O)COC(=O)CSc1ccc([N+](=O)[O-])cc1)c1c(N)n(CCC)c(=O)[nH]c1=O | -4.7 | -20.4 | 0.0% | -16.4 | i | 3.6% | -1.4% | 18.9% |
| COc1ccccc1NC(=S)NC(NC(=O)CC(C)C)C(Cl)(Cl)Cl (stereo not drawn) | -0.2 | -3.4 | -2.2% | -4.8 | i | -6.8% | 13.7% | -32.6%[inhibitor] |
| COc1ccc(CCn2c(N)c(C(=O)NCc3ccco3)c3nc4ccccc4nc32)cc1OC | -0.1 | 2.5 | 0.0% | -14.9 | i | -2.5% | -3.6% | i |
| COc1ccc(-c2cc(=O)oc3cc(O)ccc23)cc1 | 1.6 | 7.2 | -3.6% | -7.0 | i | 7.0% | -5.6% | -10.9% |
| CCN1C(=O)CC(C(C)C)N(C2CCCC2)c2nc(Nc3ccc(C(=O)NC4CCN(C)CC4)cc3OC)ncc21 (stereo not drawn) | 0.4 | 4.0 | x | 9.8 | i | 4.8% | 9.2% | -7.4% |
| COC(CNC(=O)CCc1c(C)nc2c(c(C)nn2-c2ccc(C)cc2)c1C)OC | -1.3 | 3.7 | -0.9% | 14.3 | i | -10.3% | -4.6% | i |
| CCc1cc(=O)oc2cc(C)cc(OC(C)C(=O)NCCCn3ccnc3)c12 (stereo not drawn) | -7.2 | 8.2 | -2.9% | 10.8 | i | 4.5% | -0.7% | i |
| COCC1CCN(Cc2c(C(=O)N3CCOCC3)nc3c(C)cccn23)C1 (stereo not drawn) | -0.6 | 0.6 | x | 15.5 | i | 5.5% | 6.5% | i |
| CN(CC(O)COCc1ccccc1F)C1CCCCC1 (stereo not drawn) | 0.9 | -11.0 | -1.7% | -9.2 | i | 10.8% | -0.5% | -0.6% |
| COc1ccc(NC(=O)N2CCN(C(=O)C(Cc3ccc(F)cc3)NC(C)=O)CC2)cc1 (stereo not drawn) | -2.4 | 2.9 | 0.0% | -17.6 | i | 24.7% | 1.0% | i |

Compound profiles (already shown). Values in the order: CCT modulator, D3 ag, MmCpn inh, DRD3 antagonist, pAkt inh, EPAC2 agonist, EPAC2 antagonist, PTHR1 ag
`CCN1C(=O)CC(C(C)C)N(C2CCCC2)c2nc(Nc3ccc(C(=O)NC4CCN(C)CC4)cc3OC)ncc21` (stereo not drawn) is listed as 0.4, 4.0, x, 9.8, i, 4.8%, 9.2%, -7.4%
`CCCCN(C(=O)COC(=O)CSc1ccc([N+](=O)[O-])cc1)c1c(N)n(CCC)c(=O)[nH]c1=O` is listed as -4.7, -20.4, 0.0%, -16.4, i, 3.6%, -1.4%, 18.9%
`CN(CC(O)COCc1ccccc1F)C1CCCCC1` (stereo not drawn) is listed as 0.9, -11.0, -1.7%, -9.2, i, 10.8%, -0.5%, -0.6%

Screening results: PubChem, National Center for Advancing Translational Sciences (NCATS)
